Assay outcomes (PubChem)
RECQ1 helicase = blocks DNA unwinding by human RECQ1 | 240,000 tested, 0.54% active | Potency, µM (doses to about 57.3 µM), for the others: at the highest dose activity, negative = inhibition, most hits filed as inhibitors | RECQ1 DNA unwinding, red fluorescence kinetic read | P46063;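 note: plate controls were vehicle for no effect and no enzyme for full effect; nearly all actives have a fitted effect of over 30% in size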
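50 nM RECQ1T1 preincubated 15 min with compound in Tris pH 8.0 buffer with MgCl2, DTT, Tween-20 and 2.5 ug/ml poly(dI-dC); started with 200 nM TAMRA/BHQ-2 forked duplex and 2 mM ATP. Unwinding read as fluorescence (525/598 nm), two reads 2 h apart.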
ALDH1A1 inh = blocks purified human ALDH1A1 activity; P00352; Purified ALDH1A1, NADH fluorescence, propionaldehyde substrate; Potency, µM (top dose mostly 75.3 µM), for inactives: top-dose activity, negative = inhibition, hits mostly inhibitors; 220,000 tested, 7.3% active; AID 1030; active = well fitted inhibition curve with a large enough effect, not every such curve was filed as active; inconclusive = small, poorly fitted or top-dose-only effect, or another doubt; inactive = no such curve, though single readings can be large or run the other way;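 note: plate controls were no enzyme wells and a reference inhibitor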
Target sequence (P00352 whole entry, looked up): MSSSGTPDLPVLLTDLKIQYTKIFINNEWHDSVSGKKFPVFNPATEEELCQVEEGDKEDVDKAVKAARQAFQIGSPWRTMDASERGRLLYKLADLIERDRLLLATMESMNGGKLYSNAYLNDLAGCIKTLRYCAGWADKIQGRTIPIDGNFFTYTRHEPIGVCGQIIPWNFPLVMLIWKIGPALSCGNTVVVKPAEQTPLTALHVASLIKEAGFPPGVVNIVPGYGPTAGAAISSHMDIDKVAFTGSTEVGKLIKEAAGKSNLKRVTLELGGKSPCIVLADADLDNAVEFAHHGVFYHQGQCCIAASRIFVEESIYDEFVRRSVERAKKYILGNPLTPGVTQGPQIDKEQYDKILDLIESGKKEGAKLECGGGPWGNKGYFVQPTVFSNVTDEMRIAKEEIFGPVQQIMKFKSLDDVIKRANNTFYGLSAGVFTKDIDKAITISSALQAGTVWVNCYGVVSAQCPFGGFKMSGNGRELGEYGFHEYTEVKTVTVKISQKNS
Luc counter = counter-screen: inhibitors of Kinase-Glo firefly luciferase. Q27757. 200,000 tested, 0.28% active. Potency, µM (series often up to 38.3 µM), inactives show at the top dose activity change, negative = inhibition, actives largely listed as inhibitors. Kinase-Glo luciferase, ATP luminescence, 8 min; note: % is set by controls: 0 for no effect and ±100 for the full control effect; nearly all actives have a fitted effect of over 60% in size
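Luminescence was the read-out, taken after 8-minute incubation at ambient temperature. Luciferase turned over luciferin with 10 uM ATP in imidazole pH 7.2 buffer containing KCl, MgCl2, Tween 20 and BSA.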
KDM4E inh = JMJD2E (human) inhibition | B2RXH2 | JMJD2E catalytic domain, FDH-coupled NADH fluorescence (FDH is formaldehyde dehydrogenase) | Potency, µM (doses to about 57.1 µM), without a hit: at the top dose activity change, negative = inhibition, usual class: inhibitors | 230,000 tested, 1.6% active | AID 2147; active = well fitted inhibition curve with a large enough effect, not every such curve was filed as active; inconclusive = small, poorly fitted or top-dose-only effect, or another doubt; inactive = no such curve, though single readings can be large or run the other way;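 note: 0% = wells with enzyme and -100% = buffer wells without enzyme; nearly all actives have a fitted effect of over 50% in size; many of its hits are not listed in these tables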
Target sequence (B2RXH2 1-337 limits assumed): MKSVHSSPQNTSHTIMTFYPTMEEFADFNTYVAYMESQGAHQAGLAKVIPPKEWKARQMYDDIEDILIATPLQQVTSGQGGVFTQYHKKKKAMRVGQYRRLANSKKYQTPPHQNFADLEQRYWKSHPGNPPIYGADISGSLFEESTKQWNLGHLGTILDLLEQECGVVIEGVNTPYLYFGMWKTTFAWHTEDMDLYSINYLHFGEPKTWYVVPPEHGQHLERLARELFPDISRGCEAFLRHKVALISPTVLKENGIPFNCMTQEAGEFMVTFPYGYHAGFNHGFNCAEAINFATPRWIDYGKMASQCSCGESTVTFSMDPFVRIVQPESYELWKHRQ
Tau ThT inhib = tau fibrillization inhibition (ThT binding) | P10636 | recombinant tau K18 P301L, heparin-induced fibrillization, ThT fluorescence | Potency, µM (highest dose often 57.4 µM), inactives show at the highest dose activity, negative = inhibition, actives largely listed as inhibitors | 270,000 tested, 2.1% active; note: % is set by controls: 0 for no effect and ±100 for the full control effect; nearly all actives have a fitted effect of over 55% in size
Target sequence (P10636 561-689 P618L limits assumed): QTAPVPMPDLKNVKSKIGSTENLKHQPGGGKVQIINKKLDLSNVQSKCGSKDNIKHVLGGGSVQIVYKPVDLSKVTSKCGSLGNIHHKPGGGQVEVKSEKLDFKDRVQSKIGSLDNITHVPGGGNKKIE
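Using a mix of unlabeled (15 uM) and Alexa 594-labeled (0.24 uM) tau K18 P301L, heparin-triggered fibrillization over 6 hr at 37 C was scored by ThT fluorescence.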
Lamin A splicing = changes lamin A minigene splicing in HeLa cells; HeLa LMNA splicing GFP/RFP minigene ratio, 48 h; Potency, µM (top dose mostly 46.1 µM), without a hit: top-dose ratio change, negative = inhibition, hits mostly inhibitors; 200,000 tested, 0.01% active; AID 1487; active = well fitted inhibition curve with a large enough effect in the signal ratio, with a control signal flat, not every such curve was filed as active; inconclusive = small, poorly fitted or top-dose-only effect, or effect the other way, or a change in a side signal; the % refers to the signal ratio; note: % is set by controls: 0 for no effect and ±100 for the full control effect
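S3 HeLa cells stably expressing lamin A-EGFP splicing minigene plus DsRed2, 600 cells/well, 48 h compound exposure at 37C. Laser-scanning cytometry; analysed as GFP (500-530 nm)/RFP (575-640 nm) total intensity ratio; 0.5% DMSO vehicle.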
L3MBTL1 block = L3MBTL1 (human) inhibition | AlphaScreen L3MBTL1–H3K9me1 peptide binding | Potency, µM (titrated, usually from 57.1 µM), inactives show at the highest dose activity, negative = inhibition, most hits filed as inhibitors | 230,000 tested, 0.66% active | AID 485360; note: % is set by controls: 0 for no effect and ±100 for the full control effect; nearly all actives have a fitted effect of over 60% in size
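First, the protein-peptide complex forms for 30 min at room temperature (L3MBTL1 50 nM, biotinylated H3K9me1 peptide 75 nM). Next, compounds are pin-transferred and incubated 30 min. Finally, AlphaScreen beads are added and read after 30 min.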
SMN2 splice up = increases expression of the SMN2 splice variant; HEK293 SMN2-luciferase splicing reporter, luminescence, 30-36 h; Potency, µM (series often up to 46.1 µM), without a hit: top-dose activity change, positive = activation, most hits filed as activators; 210,000 tested, 2.8% active; AID 1458; note: % of control where 0% means no effect; nearly all actives have a fitted effect of over 55% in size
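qHTS luciferase splicing reporter: luminescence rises when SMN2 exon 7 is included in transfected HEK293 cells. Compound exposure lasted 30-36 h at 37C, with 4.5 mM final sodium butyrate as control, followed by a ONE-Glo read.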
* hit, by the source's call; i = inactive; ? = inconclusive; . = no result given; [ ] = remark or other dose. Unless noted, calls come from the whole dose curve; as a rule, active = well fitted curve in the direction sought with a large enough effect; inconclusive = small, poorly fitted or top-dose-only effect, or another doubt; inactive = no such curve, though single readings can be large; an effect the other way counts as inactive or inconclusive. Potency is the fitted concentration of half-maximal effect. A portion of the library; the hit share may differ from the screen's.

No.	SMILES	KDM4E inh	SMN2 splice up	L3MBTL1 block	RECQ1 helicase	Tau ThT inhib	Lamin A splicing	ALDH1A1 inh	Luc counter
1	COc1cc(NC(=O)CCc2ccccc2)c(C(=O)O)cc1OC	-9%	-12%	3%	-6%	2%	7%	0%	-5%
2	CCCNS(=O)(=O)c1ccc2c(c1)n(C)c(=O)n2C	0%	.	0%	-3%	-6%	0%[46 µM]	3%	-1%
3	C/C=C/COC(=O)c1[nH]c2c(c1C)C(=O)CC(c1ccc(N(C)C)cc1)C2 (stereo unspecified)	-5%	-50%[inhibitor]	-13%	-19%	?	-16%	5µM*	-3%
4	c1ccc(-c2c[nH]c3[n+]2CCCCC3)cc1	-1%	-15%	.	i	-7%	2%	3%	-4%
5	CCCN(CCC)c1ccc(CC(=O)NC(C)Cc2ccccc2)cc1 (stereo unspecified)	2%	-3%	?	-7%	-10%	-12%	2%	-1%
6	CCCn1c(=O)c(C(=O)Nc2cnccn2)c(O)c2ccccc21	0%	23%	.	-9%	-6%	-8%	6%	-1%
7	Cc1cc(OCC(=O)Nc2ccc3c(c2)OCCO3)cc(C)c1Cl	7%	10%	.	0%	?	-30%	6%	-4%
8	O=[N+]([O-])c1ccccc1SNc1ccc(Br)cn1	7%	11%	-9%	i	-10%	-14%[46 µM]	0%	0%
9	CCOc1cc(-c2nc(-c3ccccc3)c(-c3cc([N+](=O)[O-])ccc3C)[nH]2)ccc1O	-2%	-2%	.	-15%	?	?	6.3µM*	3%
10	CSc1cccc(NS(=O)(=O)c2ccc(C(C)=O)cc2)c1	6%	.	4%	-18%	-5%	.	.	.
11	O=C(OCc1ccccc1)N1CCCC1/C=C/CN1CCOCC1 (stereo unspecified)	4%	12%	.	i	-1%	.	14%	0%
12	COc1c2ccoc2c(OCC=C(C)C)c2oc(=O)ccc12	-26%	-13%	1%	-5%	?	11%	-4%	10%
13	NNC(=S)Nc1c(F)cc(F)cc1Br	3%	.	8%	-13%	?	.	.	.
14	O=C(Nc1ccc(C(F)(F)F)cc1)C1CC(=O)N(c2ccc3c(c2)OCCO3)C1 (stereo unspecified)	3%	-14%	.	i	-3%	12%	-2%	0%
15	CC(NC(=O)c1ccc(CS(=O)(=O)c2ccc(Cl)cc2)o1)c1ccc2c(c1)OCCO2 (stereo unspecified)	2%	-16%	.	-1%	-14%	?	?	5%
16	NC(=O)c1ccc(NC(=O)COC(=O)/C=C/c2cn(-c3ccccc3)nc2-c2cccnc2)cc1	?	4%	3%	i	9%	-1%	?	-2%
17	CCN1CCN(C(=O)Nc2ccc(Cc3ccc(NC(=O)N4CCN(CC)CC4)cc3)cc2)CC1	7%	7%	-1%	-7%	-7%	1%	-6%	-5%
18	Cc1[nH]c2ccccc2c1/C=N/NC(=O)CNC(=O)COc1ccccc1	-5%	-47%[inhibitor]	.	7%	?	.	0%	8%
19	COC(=O)Cc1csc(Nc2ccccc2)n1	6%	25%	3%	-3%	-12%	3%	2%	3%
20	CC(C)N(NC(=O)c1cccc2ccccc12)C(C)C	15%	.	.	1%	4%	.	4%	.
21	CCCCOC(=O)c1ccc(NC(=O)c2c(OC)cccc2OC)cc1	-4%	-14%	-1%	-5%	-9%	5%[46 µM]	-1%	2%
22	CN(C)c1ccc(C=NCC2(O)CCOC(C)(C)C2)cc1 (stereo unspecified)	-24%	-6%	0%	-14%	1%	-6%	0.45µM*	-1%
23	CCN(CC)S(=O)(=O)c1cc(OC)c(Cl)cc1OC	10%	8%	7%[11.4 µM]	-5%	-4%	.	-6%	-1%
24	O=C(CCc1ccc(S(=O)(=O)NC2CCCCC2)cc1)Nc1ccccc1	3%	7%	.	0%	-7%	-7%	-13%	-4%
25	O=C(c1cnc(-c2ccccc2)s1)c1ccc(Cl)cc1Cl	-5%	0%	13%	-14%	-12%	5%	-7%	4%
26	CC(C)N1C(=O)C2C(C(=O)NC3CCCCC3)C3C=CC2(O3)C1C(=O)NC1CCCCC1 (stereo unspecified)	2%	-12%	4%	-1%	-1%	0%	3%	1%
27	Cc1ccc(C(=O)N/C(=C\c2cccs2)C(=O)NCCc2c[nH]c3ccccc23)cc1	0%	27%	-13%	-5%	-15%	-19%	-8%	2%
28	C=CCOc1nc2c(c(=O)n(C)c(=O)n2C)n1Cc1ccccc1Cl	1%	-29%	-8%	-11%	-4%	?	0%	1%
29	CC1(C)CC2(CCO1)OC(=O)CC2C(=O)NCc1ccccc1 (stereo unspecified)	-3%	-9%	8%	i	-12%	-7%	-6%	9%
30	CCCCCCCCCCCCCCCC(=O)OC[C@H](COP(=O)([O-])OCC[N+](C)(C)C)OC(=O)CCCCCCCCCCCCCCC	0%	-13%	3%	-12%	-6%	1%	9%	-2%
31	CCN(CC)Cc1c(C(=O)OC)nnn1-c1nonc1N	1%	18%	.	3%	-9%	-2%	5%	-4%
32	CCC(c1nnnn1C(C)(C)CC)N(CCCO)Cc1cc2cc(C)cc(C)c2[nH]c1=O (stereo unspecified)	?	9%	-1%	-8%	?	9%	?	-5%
33	O=C(NCc1ccccc1)c1cccc(S(=O)(=O)N2CCOCC2)c1	10%	7%	2%	3%	-10%	4%	3%	2%
34	O=C(Cn1ncc2c(=O)oc3ccccc3c21)N1CCCN(Cc2ccccc2F)C1	9%	24%	2%	-2%	-7%	-8%	5%	6%
35	Cc1cc(C)n2cc(CSc3nnc(-c4ccccc4)o3)nc2n1	?	1%	-3%	11%	-5%	2%	?	1%
36	Cc1c(C(=O)N/N=C/c2ccncc2)no[n+]1[O-]	-2%	.	5%	i	?	17%[46 µM]	-9%	-13%
37	CN(C)c1ccc(/C=C/c2cccc[n+]2[O-])cc1	-6%	.	5%	i	-4%	.	.	.
38	COc1cccc(C(=O)Nc2ccc(S(=O)(=O)Nc3cc(C)nc(C)n3)cc2)c1	2%	.	-10%	-16%	-2%	?	4%	-2%
39	CC(=O)Nc1ccc(NC(=O)CSc2ccc3nnc(CCNC(=O)c4ccccc4)n3n2)cc1	4%	-6%	.	i	-1%	-4%[9.22 µM]	11%	1%
40	CCCCNC(=O)CSc1nc2ccccc2n1S(=O)(=O)c1ccc(Br)cc1	-2%	-16%	3%	-15%	-10%	6%	10%	3%
41	Cc1cccc(S(=O)(=O)NCCc2ccccc2)c1	1%	-12%	14%	14%	-6%	-5%[46 µM]	?	3%
42	CC(=O)c1ccc([N+](=O)[O-])cc1	.	-4%	3%	-10%	.	.	0%	.
43	O=C(CSc1nccc(-c2cccs2)n1)Nc1cccc(Cl)c1	?	.	-3%	-1%	-12%	.	.	.
44	O=C(Nc1ccc(C(=O)N2CCOCC2)cc1)c1cc(-c2cccnc2)nc2ccc(Br)cc12	-1%	20%	-9%	i	-3%	?	1%	-2%
45	C=C(C)Cc1c(C)c(C#N)c2nc3ccccc3n2c1NCCCN(C)C	?	.	10%	-6%	-6%	.	.	.
46	CC(=O)c1cc(F)c(N2CCN(C(=O)Cc3ccccc3)CC2)cc1C	1%	-62%[inhibitor]	22%	3%	8%	-15%	8.9µM*	10%
47	CCCN=C1CC(C)(C)CC(=O)/C1=C(/O)CCC	-74%	.	4%	5%	4%	?	-2%	0%
48	COc1ccc(OC)c(/C=N/NC(=O)c2ccc(N(C)S(=O)(=O)c3ccccc3)cc2)c1	?	0%	.	4%	-1%	.	?	1%
49	CC(C)(C)NC(=O)C(c1ccc(F)cc1)N(Cc1ccccc1Cl)C(=O)c1ccn[nH]1 (stereo unspecified)	3%	-17%	4%	-5%	8%	.	4%	1%
50	CCc1ccc(NC(=O)C(=S)NC2CCCCC2)cc1	-14%	.	2%	-7%	?	.	3%	.

More records follow.
No.	SMILES	KDM4E inh	SMN2 splice up	L3MBTL1 block	RECQ1 helicase	Tau ThT inhib	Lamin A splicing	ALDH1A1 inh	Luc counter
51	Cc1cc(C(=O)CSc2nc(N)cc(N)n2)c(C)n1C1CC1	?	-14%	.	2%	-20%	?	?	10%
52	O=C(CSc1nnc(CNC(=O)c2ccccc2F)o1)NCCc1ccccc1	-28%	9%	.	-5%	-6%	-4%	-7%	-5%
53	Cc1ccn2c(=O)cc(C)nc2c1	?	47%	.	0%	-2%	.	?	2%
54	O=C(COC(=O)c1ccc2ccccc2n1)NCc1ccccc1	-1%	25%	7%	-10%	-2%	?	9%	0%
55	O=S(=O)(c1ccccc1)N1C2CCC1CC(O)(c1cccnc1)C2 (stereo unspecified)	7%	7%	.	-5%	-3%	3%	13µM*	2%
56	O=C(NCC(=O)N(Cc1ccccc1)C(C(=O)NC1CCCC1)c1cccnc1)c1ccco1 (stereo unspecified)	1%	-37%[inhibitor]	2%	-1%	-5%	-4%	?	3%
57	O=C(NCCN1CCCC1)c1ccc(CS(=O)(=O)c2c(Cl)cccc2Cl)o1	-20%	8%	.	-28%	-13%	0%	?	2%
58	N/C(=N\OC(=O)c1ccc(Br)cc1)c1ccncc1	7%	?	-1%	-21%	-4%	?	-8%	-20%
59	Cc1cccc(N=Nc2c(C)c(C#N)c(O)[nH]c2=O)c1	-1%	.	-5%	9%	1.1µM*	?	-8%	-4%
60	COCc1nnc(NC(=O)C(C)C)s1	8%	?	8%	-2%	1%	4%	6%	-2%
61	CCCn1nnnc1NCc1c(F)cccc1Cl	15%	.	4%	-2%	-8%	11%[46 µM]	?	-3%
62	CCOC(=O)c1ccccc1OCc1cc(/C=N/NC(=O)c2cccnc2)ccc1OC	0%	.	-11%	-1%	-14%	.	.	.
63	COCc1cc(=O)n2c([nH]c3ccccc32)c1C#N	?	?	.	9%	-13%	5%	?	-9%
64	O=C(N/N=C1\C2CN3CCN(C2)CC1(c1ccccc1)C3)Nc1ccccc1	5%	-16%	-7%	-3%	8%	?	0%	1%
65	O=C1C2C3C=CC(O3)C2C(=O)N1CC(O)c1ccccc1 (stereo unspecified)	2%	27%	.	-9%	-15%	-2%	?	5%
66	Cc1cc2n(n1)C(c1sccc1C)Nc1ccccc1-2 (stereo unspecified)	?	1%	10%	-5%	-13%	7%	2%	-3%
